# Screening results from PubChem.
# ATG4B inh – ATG4B (human) cysteine protease inhibition; Q9Y4P1; ATG4B cleavage of LC3-PLA2, NBD-HPC fluorescence, 1 h; inhibition, % at 8.33 µM; hit rate 0.51% among 340,000; AID 504462; in the data active = inhibition above about 40%
# Target sequence (Q9Y4P1 whole entry, looked up): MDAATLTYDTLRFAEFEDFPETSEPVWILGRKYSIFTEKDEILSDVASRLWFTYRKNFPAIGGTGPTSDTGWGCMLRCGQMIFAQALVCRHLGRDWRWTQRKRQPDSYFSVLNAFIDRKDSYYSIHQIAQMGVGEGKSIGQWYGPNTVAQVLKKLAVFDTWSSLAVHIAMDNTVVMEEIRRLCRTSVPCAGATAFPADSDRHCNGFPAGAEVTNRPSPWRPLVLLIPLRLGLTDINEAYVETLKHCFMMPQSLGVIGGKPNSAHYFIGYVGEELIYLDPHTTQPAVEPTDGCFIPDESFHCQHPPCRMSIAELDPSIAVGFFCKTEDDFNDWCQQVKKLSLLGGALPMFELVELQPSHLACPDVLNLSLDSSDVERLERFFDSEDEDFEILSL
# MPTP inh – permeability transition pore inhibition; AID 602449; inhibition, % at 10 µM; isolated mouse mitochondria, Ca2+ swelling absorbance, 30 min; hit rate 1.4% among 360,000;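 active = inhibition of 50% or more, scaled per plate between neutral and stimulator controls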;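 note: 0% = DMSO wells given calcium and 100% = 1 mM EGTA wells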
# SENP8 inh – blocks human SENP8 cleavage of Nedd8 substrate | inhibition, % at 20 µM | AID 602440 | hit rate 0.64% among 360,000 | recombinant SENP8, Nedd8 substrate fluorescence | Q96LD8; in the data active = inhibition mostly above about 40%, no sharp cut-off; inactive = mostly below about 27%
# Target sequence (Q96LD8 whole entry, looked up): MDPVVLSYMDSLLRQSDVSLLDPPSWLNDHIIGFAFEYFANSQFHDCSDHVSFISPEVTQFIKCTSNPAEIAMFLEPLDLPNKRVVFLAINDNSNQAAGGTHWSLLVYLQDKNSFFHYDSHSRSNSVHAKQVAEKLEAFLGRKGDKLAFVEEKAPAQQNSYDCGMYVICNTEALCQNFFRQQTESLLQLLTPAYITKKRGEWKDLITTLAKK
# SENP6 block – inhibitors of human SENP6 protease | inhibition, % at 10 µM | hit rate 1.8% among 330,000 | Recombinant SENP6 catalytic domain, aminoluciferin luminescence | Q9GZR1 | AID 2599;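 active = inhibition above about 50% at the single tested dose, limit read from the data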;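 note: plate controls were DMSO wells with enzyme for no effect and DMSO wells lacking enzyme for full effect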
# PfGluPho inh – PfG6PD (Plasmodium falciparum) enzyme inhibition | PfGluPho enzyme, NADPH resazurin-diaphorase fluorescence | inhibition, % at 20 µM | hit rate 0.78% among 350,000 | AID 504690;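 active = inhibition reaching at least a set limit at 20 µM in the primary screen, cut at about 59% in these data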;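 note: 0% = DMSO wells with substrate and 100% = DMSO wells lacking glucose-6-phosphate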
# hIAP act – human IAP activation | P09923 | purified human IAP, CDP-Star luminescence, 30 min; stronger effect = higher value; 1 = vehicle-only enzyme, 0 = enzyme-free background | activation factor at 10 µM | hit rate 0.16% among 330,000 | AID 2524;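 active = activation factor of the enzyme at least 2-fold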; note: the source names both 10 and 20 µM as test concentration; values of inactives mirror those of a sister screen read the other way
# NR3A LBD binder – NR3A (human) ligand-binding domain modulation; NR3A LBD differential scanning fluorimetry, Tm shift; 0% = protein alone, 100% = glycine-bound protein; Tm shift relative to glycine control, % at 25 µM; hit rate 2.5% among 340,000; AID 1259313;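 active = melting temperature shift of at least 10% of the positive control shift, at one fixed dose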
# SENP1 inh – SENP1 (human) catalytic domain inhibition; Q9P0U3; recombinant SENP1 catalytic domain, CyPet-SUMO1-YPet FRET cleavage; inhibition, % at 10 µM; hit rate 0.21% among 360,000; AID 624204;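 active = inhibition at least 30% at 10 µM, raw YFP signal under a set limit, fluorescence ratio 0.5 to 1.5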;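 note: 0% = enzyme with DMSO and 100% = no enzyme wells; some results filed as inactive read as strong as hits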
# Target sequence (Q9P0U3 419-644 limits assumed): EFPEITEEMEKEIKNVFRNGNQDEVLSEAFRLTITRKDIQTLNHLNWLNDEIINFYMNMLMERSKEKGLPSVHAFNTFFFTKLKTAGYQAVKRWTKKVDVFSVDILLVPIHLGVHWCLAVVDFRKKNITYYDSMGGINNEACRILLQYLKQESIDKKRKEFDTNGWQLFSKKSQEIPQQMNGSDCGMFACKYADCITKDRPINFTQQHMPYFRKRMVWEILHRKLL
#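 system = hSENP1 catalytic domain, recombinant | reagent = SFCypet-SUMO1-SFYpet substrate at 25 nM | doses = one dose per compound, 10 µM, 0.5% DMSO | incubation = enzyme reaction for 50 min at room temperature, dark | measured by = FRET, CFP and YFP emission | controls = no-enzyme low, enzyme-DMSO high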
# Numbers without * were called inactive; · = not tested or not shown.
SMILES	ATG4B inh	MPTP inh	SENP8 inh	SENP6 block	PfGluPho inh	hIAP act	NR3A LBD binder	SENP1 inh
O=C(O)/C=C/C(=O)N(CC1CCCO1)C1CC(=O)N(c2c(Cl)cccc2Cl)C1=O (configuration not stated)	-2	0.5	16	-1	-16	1.1	-1	-2
O=C(C1CCCCN1S(=O)(=O)c1ccccc1[N+](=O)[O-])N1CCCCC1 (configuration not stated)	4	-1.3	16	-8	-8	1.1	1	1
CCCc1sc(C(=O)Nc2nnc(C3CC3)s2)cc1CC	1	0.1	-92	0	3	0.99	-1	0
c1ccc(-c2onc3c2CCCC3)cc1	-2	0.6	19	3	-15	0.97	-1	4
O=C(NNS(=O)(=O)c1ccc(Cl)cc1)c1ccc(S(=O)(=O)N2CCCCC2)cc1	7	0.9	13	-6	-5	1.1	-3	2
C=CCOC(=O)C1=C(C)NC(C)=C(C(=O)OCC=C)C1c1cccs1	2	0.3	-97	-9	10	1	-11	-1
C#CCOCCOCCOCCNc1nc(N2CCN(C(=O)C([C@@H](C)O)n3cc([C@@H](N)CCCCN)nn3)CC2)nc(N2CCN(C(=O)[C@H](CCC(=O)O)n3cc([C@@H](N)CCCCN)nn3)CC2)n1 (some centres not stated)	-4	-1.4	9	-11	7	1	2	1
CCN(Cc1ccccc1)C(=O)COC(=O)c1cc(S(=O)(=O)Nc2ccccc2OC)ccc1O	-7	-3.0	-129	-6	-39	1.1	-3	2
COC(=O)/C=c1\[nH]c2nnc(C)n2c1=O	3	0.8	-470	-11	-7	1	-2	0
C[C@@H](C(=O)N[C@H](C(=O)O)c1ccccc1)n1nnc2ccccc2c1=O	2	-1.3	10	-3	-12	1	-4	-1
Cc1ccc(-c2csc(NCCn3c(-c4ccncc4)nc4cc(C(F)(F)F)ccc43)n2)cc1	5	3.9	7	-24	15	1.1	-8	-1
Cc1ccc(/C=N/NC(=O)c2ccc3ccccc3c2)s1	-9	-1.6	-96	-12	-6	1.1	4	-3
COc1cc(CN2CCCCCC2)cc(OC)c1	3	-0.5	16	-9	-7	0.94	1	2
COc1ccc(N2CCN(C(=O)c3ccccc3NS(=O)(=O)c3ccccc3)CC2)cc1	-8	-2.2	13	-8	-4	1.2	-2	2
CCOC(=O)C1C(=O)CC(=O)C(C(=O)OCC)C1c1ccc(O)cc1 (configuration not stated)	·	0.0	17	·	-17	·	·	1
NC(=O)CC(NC(=O)Cc1ccc(Br)cc1)c1ccc(NCc2cc(F)ccc2F)c([N+](=O)[O-])c1 (configuration not stated)	-12	-2.1	23	-9	-5	0.91	-4	3
O=C(CSc1nc2ccccc2c(=O)n1Cc1ccc(C(=O)NC2CC2)cc1)NCc1ccco1	4	0.9	7	1	-11	1.2	1	-1
COC(=O)[C@@H](Cc1ccccc1)NS(=O)(=O)N[C@H](Cc1ccccc1)C(=O)OC	-5	-0.7	15	·	-15	·	-6	0
CCOC(=O)c1sc(NC(=O)c2ccc(S(=O)(=O)N3CCCCC3)cc2)nc1-c1ccccc1	24	50*	-86	10	-23	0.93	13*	2
C[C@H]1CN([C@@H](C)CO)C(=O)c2cc(NC(=O)C3CCCCC3)ccc2O[C@H]1CN(C)Cc1ccc(-c2ccccc2)cc1	33	-1.3	-9	11	9	1	2	-1
O=C(CSc1ccc2c(c1)OCCO2)Nc1ncccc1O	4	-0.9	1	-8	-3	0.81	1	-6
COc1ccc(N2C(=O)C3CCCN3C2c2ccccc2OC)cc1 (configuration not stated)	0	-0.6	9	6	-5	0.92	-2	0
COc1ccccc1C(=O)COC(=O)COc1ccc(C#N)cc1	1	-0.9	-5	-11	6	1.2	2	4
Cc1cc2c([nH]c3ccccc32)c2c1OC(C)(C)C=C2	9	3.2	11	-3	26	0.94	16*	-1
CCc1cc(-c2n[nH]c(C)c2-c2nc3ccccc3s2)c(O)cc1OCC(=O)NN	-5	-3.1	-5	3	20	2.3*	0	-2
COc1ccc(C(=O)NC(=S)Nc2cccnc2)cc1[N+](=O)[O-]	-7	-0.2	9	-4	-3	1.2	-2	3
CN1CCN(c2nc(C(N)=O)cc(-c3ccccc3)n2)CC1	-6	0.5	-161	-6	11	1.3	0	2
CN(C)/C=C1\C(=O)Oc2ccccc2C1=O	-4	0.5	14	-10	-6	1.2	-1	2
Cc1ccccc1C(=O)Nc1cccc(NC(=O)Cn2cnc3c(=O)n(C)c(=O)n(C)c32)c1	-6	-2.1	11	-1	1	0.99	0	0
O=C(O)c1ccc(Nc2c3ccccc3nc3ccccc23)cc1	2	-0.8	-287	-19	4	1.1	-23	-151
COc1ccc(NC(=O)c2nc(C)n(-c3ccc([N+](=O)[O-])cc3)n2)cc1	-11	-0.8	9	-12	-2	1	0	1
COc1ccc(-c2cc(C(F)(F)F)n3nc(C(=O)N4CCOCC4)c(Cl)c3n2)cc1	-9	2.1	-269	0	9	1.1	1	-44
O=S1(=O)CCOC[C@H](CC2CCCCC2)N1Cc1ccccc1	5	0.1	7	7	-2	1	2	0
Cc1ccc(C(=O)Nc2ncc(Cc3ccccc3)s2)o1	43*	-3.9	-10	71*	6	1.3	3	-3
COc1ccc(CCNC(=O)C2CCN(S(=O)(=O)c3cccc4nonc34)CC2)cc1OC	-16	-3.1	13	-6	-24	1.2	1	7
CC(C)=CCC/C(C)=C/CNC(=O)C[C@H]1C[C@H](C(=O)N2CCCCC2)[C@@]2(C)c3[nH]c4cc(-c5ccco5)ccc4c3CCN2C1=O	·	-0.5	-376	·	23	·	-1	-26
O=C(NCCN1CCNC1=O)C1CCC(=O)N(CCc2ccc(Cl)cc2)C1 (configuration not stated)	2	-0.3	9	10	-9	1	0	3
O=C(O)c1nc(-c2ccccc2)n(-c2ccccc2)n1	29	-3.2	18	7	-17	0.93	0	-2
CCOCCCNS(=O)(=O)c1ccc(OC)c(Cl)c1Cl	3	-3.7	19	7	3	0.97	1	2
CC1Nc2ccccc2C(=O)N1NC(=O)c1ccc(Br)cc1 (configuration not stated)	2	0.0	8	-12	-5	1.1	-1	0
CC(C)(C)OC(=O)N[C@@H](Cc1ccccc1)C(=O)N[C@@H](CO)[C@H](O)[C@@H]1C[C@@H]1C(=O)N1CCCC1	-2	-2.6	13	-5	-11	0.95	-1	3
Cc1cc([N+](=O)[O-])nn1Cc1ccc(C(=O)N/N=C/c2ccc(N(C)C)cc2)cc1	-14	3.2	-24	-44	10	0.98	1	-4
COC(=O)C1=C(C)NC(=O)C1(NS(=O)(=O)c1ccc(NC(C)=O)cc1)C(F)(F)F (configuration not stated)	-6	-0.3	11	-20	0	0.89	1	-1
c1ccc(-c2cccc(-c3ccccc3)n2)cc1	-11	2.8	4	-15	-5	0.87	-2	-1
CCOC(=O)N1CCN(CC(=O)c2ccc(O)cc2O)CC1	-8	-1.4	-35	-14	12	1.3	1	-7

# MPTP inh: what is marked active above.
SMILES	ATG4B inh	MPTP inh	SENP6 block	PfGluPho inh	hIAP act	NR3A LBD binder	SENP1 inh
CCOC(=O)c1sc(NC(=O)c2ccc(S(=O)(=O)N3CCCCC3)cc2)nc1-c1ccccc1	24	50*	10	-23	0.93	13*	2

# (next part)
SMILES	ATG4B inh	MPTP inh	SENP8 inh	SENP6 block	PfGluPho inh	hIAP act	NR3A LBD binder	SENP1 inh
Cc1ccc2nc(Cl)c(CN(C(=O)c3cnccn3)C3CCCCC3)cc2c1	4	1.1	14	4	0	1.2	1	-1
COc1ccc(-c2cc3nnc(-c4ccccc4)nc3s2)cc1	2	-0.2	-2	-6	13	0.93	0	-27
O=C(NCCCN1CCCC1)Nc1cccc2ccccc12	11	0.2	-247	0	-5	1.3	2	-2
COC(=O)c1c(NC(=O)Cc2ccccc2)sc2c1C(C(=O)OC)CC2 (configuration not stated)	-8	0.7	-54	3	6	0.94	1	-10
Cc1ccc(N2CCN(/N=C/C(Cl)=C/c3ccccc3)CC2)cc1	-12	0.9	16	-21	-2	1.2	2	2
COc1ccc(N2C(=O)CC(Nc3ccc(C)cc3)C2=O)cc1 (configuration not stated)	-6	1.8	8	-16	-5	0.96	-2	1
Cc1noc(C)c1COc1ccc(C(=O)NCCc2ccccn2)cc1	0	-0.4	8	10	-21	0.96	-3	0
COC(=O)c1sc(SC)c(S(=O)(=O)C(C)C)c1N/N=C(\C#N)C(=O)c1ccccc1	-14	13	22	-1	-11	0.97	-12	4
Cc1noc(C)c1C(=O)NCCCN1CCCC1=O	5	-0.7	18	13	-9	0.95	-15	1
Cc1cc(C)n(CC2CC(=O)N(c3ccccc3)C2=O)n1 (configuration not stated)	-8	-2.8	23	-11	-2	0.96	0	1
COc1cc([N+](=O)[O-])ccc1NC(=O)C[n+]1cccc(C(C)=O)c1	3	-1.3	7	-6	-8	0.97	-2	6
Cc1c2c(c(C)n1C)C(C(=O)NC1CCCCC1)N(Cc1ccccc1)C2=O (configuration not stated)	-4	-0.4	1	-13	-3	1.1	2	-7
CCOC(=O)NC(NC(=S)Nc1ccc(OCC)cc1)C(Cl)(Cl)Cl (configuration not stated)	-1	7.9	3	-9	-2	0.95	-4	-1
Cc1ccc(OCCn2c(=O)n(C)c3ccccc32)cc1	5	-0.7	4	11	-12	0.91	-2	0
Cc1ccc(-n2nnnc2SCCNS(=O)(=O)c2ccccc2)cc1C	3	5.7	12	-9	6	1.2	-27	1

# Single records (already shown). Order of values: ATG4B inh	MPTP inh	SENP8 inh	SENP6 block	PfGluPho inh	hIAP act	NR3A LBD binder	SENP1 inh
# Cc1ccc(OCCn2c(=O)n(C)c3ccccc32)cc1 reads 5	-0.7	4	11	-12	0.91	-2	0
# COC(=O)c1sc(SC)c(S(=O)(=O)C(C)C)c1N/N=C(\C#N)C(=O)c1ccccc1 reads -14	13	22	-1	-11	0.97	-12	4
# Cc1noc(C)c1C(=O)NCCCN1CCCC1=O reads 5	-0.7	18	13	-9	0.95	-15	1
# COC(=O)c1c(NC(=O)Cc2ccccc2)sc2c1C(C(=O)OC)CC2 (configuration not stated) reads -8	0.7	-54	3	6	0.94	1	-10
# Cc1ccc(-n2nnnc2SCCNS(=O)(=O)c2ccccc2)cc1C reads 3	5.7	12	-9	6	1.2	-27	1
